Compound activity (PubChem BioAssay)
PI4K2A block: qHTS for small molecular inhibitors of PI4K2A; Phosphatidylinositol 4-kinase type 2-alpha (Homo sapiens), Q9BTU6; purified PI4K2A, ADP-Glo luminescence, 1 h; hits give low values; activity change, negative = inhibition, % at 76.9 µM; hit rate 0.13% among 420,000; AID 1346378, 2018; in the data active = activity change below about -50%; inconclusive = mostly about -30% to -49%;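 also: -100% = wells without enzyme as full effect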
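Compounds are screened against recombinant PI4K2A using PI as substrate and ATP, the latter dispensed at 300 microM. Reactions run one hour at ambient temperature before ADP-Glo detection; full inhibition defined by wells lacking enzyme.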
GLS inhibitor: qHTS for Inhibitors of Glutaminase (GLS). Glutaminase kidney isoform, mitochondrial (Homo sapiens), O94925. GLS enzymatic activity, qHTS titration. Potency, µM (series often up to 45.5 µM), inactives show top-dose activity change, negative = inhibition, hits mostly inhibitors. hit rate 0.21% among 410,000. AID 624170, 2012; also: potency is read from the fitted curve at half-maximal effect; % is scaled to controls: 0 for no effect and ±100 for the full control effect
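Read-out is an Amplex red fluorescence increase coupled through glutamate oxidase and HRP, measured before and after 30 min room-temperature incubation. hKGA is in 45 mM KH2PO4 (pH 8.2) with 0.02% Tween-20; glutamine added as 1mM solution.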
TrxR1 substrate: qHTS Assay for Substrates of Mammalian Selenoprotein Thioredoxin Reductase 1 (TrxR1): qHTS | purified TrxR1 substrate turnover, NADPH consumption readout | Potency, µM (top dose mostly 114 µM), for inactives: at the highest dose activity change, negative = substrate turnover | hit rate 0.01% among 390,000 | AID 588456, 2011; also: potency is read from the fitted curve at half-maximal effect; % is scaled to controls: 0 for no effect and ±100 for the full control effect; nearly all actives have a fitted effect of over 50% in size
Target sequence (O89049 whole entry, looked up): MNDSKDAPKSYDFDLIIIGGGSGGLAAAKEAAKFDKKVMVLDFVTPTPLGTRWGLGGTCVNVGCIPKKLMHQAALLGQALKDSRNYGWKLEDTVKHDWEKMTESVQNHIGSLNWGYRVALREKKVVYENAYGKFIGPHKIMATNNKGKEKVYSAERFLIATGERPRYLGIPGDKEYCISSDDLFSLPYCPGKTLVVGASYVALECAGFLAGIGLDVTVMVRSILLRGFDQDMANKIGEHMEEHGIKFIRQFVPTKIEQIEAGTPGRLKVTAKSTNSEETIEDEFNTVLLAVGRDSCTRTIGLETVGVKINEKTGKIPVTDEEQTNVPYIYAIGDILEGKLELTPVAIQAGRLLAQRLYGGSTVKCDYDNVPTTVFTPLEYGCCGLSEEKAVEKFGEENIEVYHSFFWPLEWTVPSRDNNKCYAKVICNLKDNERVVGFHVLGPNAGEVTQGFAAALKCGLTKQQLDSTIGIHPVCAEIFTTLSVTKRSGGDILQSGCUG
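Rat TrxR1, dispensed at 90 nM, was prereduced with 400 uM NADPH (final) for 5 min at ~22 deg C, then incubated with compound 15 min before 400 uM selenite. A first-read NADPH fluorescence drop versus no-compound background flagged substrates.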
HP1b binding inh: HTS for Inhibitors of HP1-beta Chromodomain Interactions with Methylated Histone Tails; Chromobox protein homolog 1 (Homo sapiens), P83916; AlphaScreen HP1-beta / biotin-H3K9me3 peptide binding; Potency, µM (top dose mostly 114 µM), for inactives: at the highest dose activity change, negative = inhibition, actives largely listed as inhibitors; hit rate 0.56% among 390,000; AID 540317, 2011; also: potency is read from the fitted curve at half-maximal effect; nearly all actives have a fitted effect of over 70% in size; inactives centre near 23
Target sequence (P83916 whole entry, looked up): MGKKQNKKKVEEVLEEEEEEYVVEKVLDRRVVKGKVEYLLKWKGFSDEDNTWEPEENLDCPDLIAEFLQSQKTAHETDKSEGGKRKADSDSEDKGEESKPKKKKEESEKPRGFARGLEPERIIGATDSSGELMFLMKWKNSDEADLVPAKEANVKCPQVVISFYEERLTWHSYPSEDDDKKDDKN
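Compound inhibition of the preformed complex between 50 nM HP1-beta and 50 nM biotinylated H3K9me3 peptide was read by AlphaScreen. Buffer was PBS pH 7.4 with 0.01% Tween-20. Incubations ran 30 min at room temperature, with 10 ug/mL donor/acceptor beads.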
mIDH1 inhibitor: qHTS for Inhibitors of mutant isocitrate dehydrogenase 1 (IDH1): qHTS; Isocitrate dehydrogenase [NADP] cytoplasmic (Homo sapiens), O75874; IDH1-R132H enzyme, NADPH consumption, diaphorase/resazurin fluorescence; Potency, µM (top dose mostly 76.6 µM), for the others: top-dose activity change, negative = inhibition, usual class: inhibitors; hit rate 0.093% among 390,000; AID 602179, 2012; also: potency is read from the fitted curve at half-maximal effect; % is scaled to controls: 0 for no effect and ±100 for the full control effect; nearly all actives have a fitted effect of over 65% in size
Target sequence (O75874 whole entry R132H, stated change not applied): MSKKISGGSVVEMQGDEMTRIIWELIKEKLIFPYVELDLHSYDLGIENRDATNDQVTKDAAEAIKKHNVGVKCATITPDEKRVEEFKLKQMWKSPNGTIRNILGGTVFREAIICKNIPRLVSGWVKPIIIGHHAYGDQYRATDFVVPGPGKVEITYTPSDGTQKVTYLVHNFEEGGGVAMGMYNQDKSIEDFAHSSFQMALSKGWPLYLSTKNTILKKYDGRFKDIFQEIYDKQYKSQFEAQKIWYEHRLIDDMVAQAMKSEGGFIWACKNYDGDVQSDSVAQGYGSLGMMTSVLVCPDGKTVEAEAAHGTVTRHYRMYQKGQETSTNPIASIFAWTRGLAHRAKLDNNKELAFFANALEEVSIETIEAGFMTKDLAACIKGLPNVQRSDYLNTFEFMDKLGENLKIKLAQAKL
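IDH1-R132H (0.5 ug/mL dispensed) in pH 7.5 Tris buffer was preincubated 30 min with compound, then given a substrate mix of 0.016 mM NADPH and 2 mM alpha-KG for 80 min at room temperature; remaining NADPH was read by diaphorase/resazurin fluorescence.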
Pin1 inh: qHTS Assay to Find Inhibitors of Pin1; Peptidyl-prolyl cis-trans isomerase NIMA-interacting 1 (Homo sapiens), Q13526; Pin1 FP peptide displacement, HiFluor488, 10 min; Potency, µM (series often up to 115 µM), inactives show at the highest dose activity, negative = inhibition, hits mostly inhibitors; hit rate 0.009% among 390,000; AID 504891, 2011; active = well fitted inhibition curve with a large enough effect in the polarisation, with a control signal flat, not every such curve was filed as active; inconclusive = small, poorly fitted or top-dose-only effect, or effect the other way, or a change in a side signal; inactive = no such curve, though single readings can be large or run the other way; the % refers to the polarisation; also: potency is read from the fitted curve at half-maximal effect; % is scaled to controls: 0 for no effect and ±100 for the full control effect
rTrxR1 inhibitor: qHTS Assay for Inhibitors of Mammalian Selenoprotein Thioredoxin Reductase 1 (TrxR1): qHTS; recombinant rTrxR1, NADPH fluorescence consumption, selenite substrate; Thioredoxin reductase 1, cytoplasmic (Rattus norvegicus), O89049; hit rate 1% among 390,000; AID 588453, 2011; Potency, µM (highest dose often 114 µM), inactives show at the top dose activity change, negative = inhibition, usual class: inhibitors; also: potency is read from the fitted curve at half-maximal effect; % is scaled to controls: 0 for no effect and ±100 for the full control effect; nearly all actives have a fitted effect of over 65% in size
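Rat TrxR1 (90 nM in the dispensed reagent) was pre-reduced with 400 uM NADPH for 5 min at room temperature, then incubated with compound for 15 min. After 400 uM selenite was added, NADPH fluorescence (Ex 340/Em 450 nm) was followed for 8 min.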
USP1 inh: Inhibitors of USP1/UAF1: Primary Screen; Potency, µM (highest dose often 57.1 µM), for the others: at the top dose activity change, negative = inhibition, usual class: inhibitors; recombinant USP1/UAF1, Ub-Rhodamine cleavage fluorescence; hit rate 0.23% among 390,000; also: potency is read from the fitted curve at half-maximal effect; % is scaled to controls: 0 for no effect and ±100 for the full control effect; nearly all actives have a fitted effect of over 60% in size; inactives centre near -12
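USP1/UAF1 complex at 1 nM was preincubated with compound for 15 min at room temperature, then Ub-Rho substrate (150nM final) was added. Fluorescence (480/540 nm) was read kinetically, 6 reads every 60 seconds.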
PGK inhibitor: qHTS Assay to Find Inhibitors of Phosphoglycerate Kinase; PGK/GAPDH coupled, Kinase-Glo luminescence, 60 min; Potency, µM (highest dose often 57.5 µM), for the others: top-dose activity change, negative = inhibition, most hits filed as inhibitors; hit rate 0.043% among 380,000; also: potency is read from the fitted curve at half-maximal effect; % is scaled to controls: 0 for no effect and ±100 for the full control effect; nearly all actives have a fitted effect of over 60% in size
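Luminescent ATP detection (Kinase-Glo Plus) follows a 60-minute room-temperature incubation, with wells lacking PGK as controls. Buffer: 100 mM TEA (pH 7.6), 5 mM MgCl2, 0.01% Tween-20. Coupling enzyme GAPDH (100 nM final) supplies unstable 1,3-BPG in-well.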
Active calls of the source: *; i = inactive; u = inconclusive; x = no result given; & = joins results of further samples; [ ] = remark or other dose. Unless noted, calls follow the shape of the dose curve; as a rule, active = well fitted curve in the direction sought with a large enough effect; inconclusive = small, poorly fitted or top-dose-only effect, or another doubt; inactive = no such curve, though single readings can be large; an effect the other way counts as inactive or inconclusive. This is a subset. The share of hits here may be higher or lower than overall.

cpd | molecule | PI4K2A block | GLS inhibitor | TrxR1 substrate | HP1b binding inh | mIDH1 inhibitor | Pin1 inh | rTrxR1 inhibitor | USP1 inh | PGK inhibitor
1 | CCOc1ccccc1CN1CCN(S(C)(=O)=O)CC1 | 1.6 | -1.8% | 1.1% | u | -3.3% | -13.8% | 7.0% | 4.8% | 4.7%
2 | CC(C)n1cc(/C=N/Nc2ccc(C(=O)O)cc2)c2ccccc21 | -5.4 | 23.2% | 2.9% | 0.6% | -1.8% | -14.1% | -7.7% | -20.9% | -7.1%
3 | CC(OC(=O)c1cc(S(=O)(=O)N2CCOCC2)ccc1F)C(=O)NCc1ccc2c(c1)OCO2 (configuration not stated) | 2.1 | 11.5% | -4.6% | 24.6% | -2.8% | -1.5% | -7.6% | -8.1% | 7.8%
4 | Cc1cc(NC(=O)CCOc2ccccc2)no1 | 3.4 | -0.1% | -2.2% | 24.8% | -4.1% | -5.8% | 1.7%[57.1 µM] | -13.9% | -3.5%
5 | Cc1c(Cl)cccc1N1C(=O)CC(Sc2ccccc2N)C1=O (configuration not stated) | 4.8 | 0.6% | x | x | -3.3% | x | x | -14.9% | i
6 | COc1ccc(CCNC(=O)CN2C(=O)COc3ccc(S(=O)(=O)N4CCCC4)cc32)cc1OC | 6.0&0.3 | -0.3%&-9.1% | 0.2%&2.9% | 32.5%&17.8% | 7.3%&-14.6% | -9.2%&-8.3% | 25.1%&12.1% | -10.8%&-22.6% | -2.5%
7 | Cn1c(SCCN2CCCC2)nnc1C1CCN(S(=O)(=O)c2ccc(F)cc2)CC1 | 3.2 | -2.1% | -5.0% | -11.8% | -0.4% | -8.6% | 15.5%[57.1 µM] | -15.0% | -7.0%
8 | CCCCCn1c(=O)[nH]c2cc(C(=O)NCCN(C)CCCC)ccc2c1=O | 3.6 | -12.8% | 10.0% | 54.0%[activator] | -4.3% | 1.0% | 5.3% | u | -1.1%
9 | CCc1c(C)nc2ncnn2c1NC1CCCc2ccccc21 (configuration not stated) | -4.3 | 1.6% | -5.3%[57.1 µM] | 45.2%[activator] | 1.2% | -4.4% | -39.9% | -4.4% | -8.1%
10 | CC(C)(C)c1nc[nH]c(=O)c1Br | 0.2 | -0.5% | -6.4% | 45.0%[activator] | 7.3% | 0.5% | -11.7% | -15.4% | 0.5%
11 | CCCCc1ccc(NC(=S)N2CCN(C(=O)c3ccco3)CC2)cc1 | 2.0 | 17.2% | -8.6% | 10.4% | -0.3% | -1.0% | -10.4% | -4.9% | 0.7%
12 | O=C(NC1CCCc2c1cnn2-c1ccccc1F)c1ccccn1 (configuration not stated) | -2.2 | 8.6% | -7.1% | 23.2% | -5.5% | -8.7% | 15.8% | -11.8% | -6.4%
13 | CCOc1ccc(/C=C2/Sc3ccc(C(=O)N4CCOCC4)cc3N(C)C2=O)cc1OC | -0.1 | -4.1% | -5.3% | 25.3% | 19.5% | 1.3% | -15.0% | -15.0% | 1.2%
14 | Cc1nc2nc(C)c(CCC(=O)NCc3ccccc3)c(C)n2n1 | -0.1 | 4.0% | 5.7% | 40.2%[activator] | 11.8% | 0.3% | 13.3% | -5.6% | -8.3%
15 | O=C(O)CCCCc1nc2ccccc2s1 | 1.3 | 3.4% | 0.0%[57.1 µM] | 29.4% | -1.3% | 6.4% | -7.5%[57.1 µM] | 5.1% | -3.0%
16 | O=C(NC1CCCCCCC1)c1ccc2c(c1)OCO2 | -6.0 | -14.1% | -4.0% | 55.5%[activator] | 5.5% | -4.8% | -12.0% | -9.8% | -10.7%
17 | C/C(CC(=O)Nc1ccc2c(c1)OCCO2)=N\NC(=O)c1cccc(O)c1 | 1.3 | 0.1% | 25.4% | 5.4% | -1.7% | -3.1% | -17.3% | -13.7% | -5.1%
18 | OC(c1ccc(OCc2ccccc2)cc1)c1nnc(-c2ccccc2)o1 (configuration not stated) | 3.9 | 0.7% | -11.8% | 25.4% | 2.4% | u | -4.4% | -20.7% | -5.2%
19 | CCC(C)NC(=O)c1cnn2c(C)c3c(nc12)CCCC3 (configuration not stated) | -5.1 | 2.0% | 99.4%[activator] | 63.7%[activator] | 4.3% | 10.2% | -4.2% | 1.4% | i
20 | CN(C)S(=O)(=O)c1cccc(NC(=S)NN=C(Cc2ccccc2)Cc2ccccc2)c1 | 3.5 | 5.0% | 3.2% | 20.9% | -2.5% | 7.1% | -24.0% | -4.2% | -5.7%

Down the list, as entered above:
Entries 13 to 19 in GLS inhibitor read -4.1%, 4.0%, 3.4%, -14.1%, 0.1%, 0.7%, 2.0%

The listing continues:
cpd | molecule | PI4K2A block | GLS inhibitor | TrxR1 substrate | HP1b binding inh | mIDH1 inhibitor | Pin1 inh | rTrxR1 inhibitor | USP1 inh | PGK inhibitor
21 | COC(=O)CSc1nc2ccc(C)cc2cc1C#N | 1.2 | -1.1% | -5.7% | 94.8%[activator] | -2.5% | 13.0% | 9.9% | -19.4% | 0.5%
22 | CC(=O)N/N=C(\C)C1COc2ccccc2O1 (configuration not stated) | 0.6 | 6.3% | 8.8%[57.1 µM] | 1.5% | -6.0% | 5.7% | 17.2%[57.1 µM] | -7.3% | -6.2%
23 | S=C(c1ccc(-c2ccc(Cl)cc2)o1)N1CCCCC1 | 1.9 | -1.5% | -1.5% | u | 3.4% | -3.5% | -24.1% | -18.6% | i
24 | Cc1ccc(OCC(=O)NCc2ccc3c(c2)OCO3)c([N+](=O)[O-])n1 | 2.0 | -20.6% | -5.1%[57.1 µM] | -17.1% | 2.9% | -10.0% | 9.5%[57.1 µM] | -11.8% | i
25 | CC1CCCCN1C(=O)CSc1c2c(nc3cc(Cl)ccc13)CCCC2 (configuration not stated) | 0.5 | -4.3% | -2.4% | 63.4%[activator] | 28.6% | 5.0% | -6.4% | -0.6% | -0.1%
26 | CCOC(=O)C1=C(C)Nc2nc(SCC(=O)OC)nn2C1c1cc(F)cc(F)c1 (configuration not stated) | -8.2&1.0 | 13.7%&4.2% | -1.5% | 36.4%&34.7% | 4.3%&3.9% | -23.9%&-1.7% | -1.2%&6.9% | -11.4%&-2.3% | -0.9%
27 | O=C(O)CCC(=O)NNC(=O)c1ccc([N+](=O)[O-])cc1 | 6.1 | 75.3%[activator] | -4.8% | 7.5% | -2.4% | -18.3% | 21.8% | -18.1% | -0.3%
28 | COc1ccccc1/C=C/C=N/n1c(-c2ccccc2)n[nH]c1=S | -1.9 | u | -1.5% | 0.0% | -0.9% | u | -2.1% | -14.8% | 1.8%
29 | CCCCN(C)CCCNC(=O)c1cn(CC)c2ccc(S(=O)(=O)N3CCOCC3)cc2c1=O | 8.7 | -0.6% | -7.1% | 12.3% | 9.9% | 2.7% | -10.9% | -6.6% | -0.1%
30 | Cn1c(SCC(=O)Nc2nc3ccccc3s2)ncc(C(=O)Nc2ccccc2)c1=O | 0.9 | 0.4% | -0.9%[57.1 µM] | 18.6% | -5.1% | 1.2% | 14.9%[57.1 µM] | -19.0% | 6.0%
31 | COCOc1cc(O)c2c(=O)c(OCOC)c(-c3ccc(OCOC)c(OCOC)c3)oc2c1 | 6.9 | -1.6% | -6.4% | -6.0% | 0.3% | u | 3.8% | 14.3% | 5.4%
32 | COn1c(SCc2ccc(Cl)cc2)nc2ccccc2c1=O | 1.6 | -1.5% | -1.3% | 102.5%[activator] | 6.5% | -1.3% | 8.1% | -25.1% | i
33 | Cc1ccc2c(c1)nnn2C1CCN(S(=O)(=O)c2ccc3ccccc3c2)CC1 | -3.1 | 0.0% | 0.9% | 1.9% | 2.5% | 3.2% | 5.3% | -10.4% | x
34 | Cc1ccc2[nH]cc(CCNC(=O)Nc3ccccc3)c2c1 | -1.6 | -2.1% | 4.7% | 9.4% | -1.6% | -1.0% | 14.3% | -18.1% | -8.1%
35 | COC(=O)c1ccc(/C=C2\Oc3ccccc3NC2=O)cc1 | -8.0 | -8.0% | 10.1% | 24.3% | -10.3% | -7.2% | 28.0% | -24.9% | -3.5%
36 | COC(=O)c1ccc(C2/C(=C(/O)c3ccc4c(c3)CC(C)O4)C(=O)C(=O)N2CCN2CCOCC2)cc1 (configuration not stated) | 3.9 | 0.4% | -15.4% | 45.7%[activator] | 0.0% | -0.3% | -30.7% | -20.8% | -1.3%
37 | COc1ccc(OCCOC(=O)CNS(=O)(=O)c2ccc(SC)c([N+](=O)[O-])c2)cc1 | -3.8 | 4.6% | -5.4% | -10.9% | 6.4% | -11.7% | 0.5% | -4.2% | i
